eLon inh – inhibitors of E. coli Lon protease; P0A9M0; purified E. coli Lon protease, fluorescence polarization; inhibition, % at 7.94 µM; 0.42% of 360,000 active; AID 602123; in the data active means inhibition above about 13%, passing the limit was not always enough;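 further: 0% = enzyme with probe and DMSO and 100% = no enzyme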
MsrA act – bovine methionine sulfoxide reductase A activation | purified bovine MsrA, absorbance read-out | activation, % at 10.6 µM | 0.3% of 360,000 active; in the data active means activation above about 7.5%;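 further: 0% = vehicle and 100% = reference activator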
CendR NRP1 mod – alters CendR peptide binding to human NRP-1 | O14786 | FAM-RPARPAR peptide binding to NRP-1, fluorescence polarization | inhibition, % at 25 µM | 0.85% of 360,000 active;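 active means inhibition or corrected inhibition above about 18%, plus a signal ratio from 0.5 to 1.5, limit read from the data, passing the limit was not always enough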; further: strong numbers were not always called active
TbMetRS inhib – Trypanosoma brucei MetRS inhibition. purified T. brucei MetRS, ATP depletion, Kinase-Glo luminescence. 0.4% of 360,000 active. inhibition, % at 11.9 µM. AID 624268;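 active means inhibition above a per-plate cutoff of the control wells' mean inhibition plus 3 SD, cut at about 5.5% in these data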;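 further: 0% = DMSO wells median and 100% = median of wells with control inhibitor compound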
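Material: parasite MetRS enzyme / Replication: singlicate, one well per compound / Signal: luminescence of leftover ATP / Schedule: 2 h aminoacylation at 25 °C after 15 min preincubation / Medium: HEPES-MgCl2-KCl buffer plus DTT, spermine, BSA, pyrophosphatase / Doses: 11.9 µM single point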
SKN-1 block – blocks SKN-1 activity in C. elegans. inhibition, % at 21.8 µM. 0.49% of 360,000 active. C. elegans VP596 Pgst-4::GFP/RFP ratio, acrylamide-induced, 24 h. AID 624304;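 active means interference check ratio from 0.5 to 1.5 plus GFP to RFP signal ratio inhibition reaching or exceeding a fixed threshold, cut at about 30% in these data, passing the limit was not always enough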; further: some compounds called inactive have numbers as strong as hits
FAS-TE inh – FAS thioesterase (human) inhibition; recombinant FAS-TE, OMFH fluorogenic substrate, fluorescence endpoint; inhibition, % at 15 µM; 0.67% of 360,000 active; AID 602261;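 active means compounds whose normalised, plate-corrected inhibition of enzyme fluorescence in the single-dose primary screen is 50% or more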;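 further: 0% = DMSO with enzyme and 100% = substrate without enzyme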
MsrA inhibitor – inhibitors of bovine MsrA | purified bovine MsrA, absorbance read-out | inhibition, % at 15.5 µM | 0.75% of 360,000 active | AID 651718; in the data active means inhibition above about 4.5%;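 further: 0% = vehicle wells with enzyme and 100% = reference inhibitor wells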
MLLE-PAM2 inh – inhibitors of microRNA-mediated deadenylation, human PABP1 MLLE binding. P11940. GST-MLLE / FITC-PAM2 fluorescence polarization. inhibition, % at 20 µM. 0.36% of 360,000 active; in the data active means inhibition above about 35%, passing the limit was not always enough;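 further: plate controls were DMSO wells with GST-MLLE for no effect and wells lacking GST-MLLE protein for full effect; some results filed as inactive read as strong as hits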
MT1-MMP act inh – inhibitors of human MT1-MMP activation; P50281; HT1080 RFP-PRO-GFP cells, GFP/RFP ratio fluorescence, overnight; percent of plate control window, DMSO zero; GFP/RFP ratio change, % at 20 µM; 0.061% of 360,000 active; AID 651647;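 active means GFP/RFP ratio change of at least 30% with cell ATP level not reduced by more than half and red fluorescence within 50% of control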; further: strong numbers were not always called active
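Assay system: HT1080 RFP-PRO-GFP cells. Benchmarks: DMSO vehicle wells and RFP-L50D-GFP reporter cell wells. Times: overnight cell settling, then overnight compound exposure, 37 °C, 5% CO2. Compound: 20 µM single dose, 1% DMSO. Read-out basis: GFP/RFP fluorescence ratio.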
An asterisk follows results filed as active; · = not tested or not shown. Random draw from the library; 4% or so of the library scored in one or more.

SMILES	eLon inh	MsrA act	CendR NRP1 mod	TbMetRS inhib	SKN-1 block	FAS-TE inh	MsrA inhibitor	MLLE-PAM2 inh	MT1-MMP act inh
CC1=C(C(=O)OC(C)C)C(c2cccnc2)C2=C(CCCC2=O)N1 (stereo not drawn)	0	-8	0	-0.7	-3	-4	0.7	-10	3
CCCCN1CC(=O)N2[C@@H]3c4cc(Br)ccc4OC[C@@H]3[C@H](C(=O)OCC)[C@]2(C)C1=O	-2	-11	14	-0.1	-14	-8	·	38	-10
Cc1cc(-c2ccccc2)nc(N(C)NC(=O)c2cccc(C(F)(F)F)c2)c1S(C)(=O)=O	-4	0	-1	-1.2	-12	39	0.8	1	-12
Cc1cccc(Cn2c(CN3CCN(Cc4ccccc4)CC3)nc3c2c(=O)[nH]c(=O)n3C)c1	-5	1	4	-0.3	-1	8	0.1	-12	-4
CC(C)(C)c1cnnn1-c1ccc(C=O)cc1	-9	-2	11	-0.4	-3	-5	-0.1	-5	6
CCc1ccccc1N(CC(=O)NC1CCCCC1)C(=O)CNC(=O)c1ccco1	-10	-2	-1	-0.2	3	-2	-0.4	2	2
Cc1cccc(-n2nnnc2SCC(=O)N(CC(C)C)c2c(N)n(CC(C)C)c(=O)[nH]c2=O)c1	10	-2	-9	-0.2	-6	-8	0.7	-18	-9
Cc1cccc(N2CCN(C(=S)c3ccc4c(c3)OCO4)CC2)c1	0	-4	2	0.0	15	23	0.6	37	-6
CCOC(=O)N1CCN(c2nc(-c3ccco3)cc(C(F)(F)F)n2)CC1	11	1	1	-0.7	4	22	-0.3	1	-5
CCNc1oc(/C=C/c2ccc(OCC)cc2)nc1C#N	2	-6	2	-0.3	10	6	3.2	11	1
COc1ccc(C(C)=O)cc1CN1C(=O)C(Cc2ccccc2)ON=C1c1ncccc1C (stereo not drawn)	4	-1	3	0.3	2	17	1.2	9	0
CC1Cc2ccccc2N1C(=O)COC(=O)Cn1cnc2ccccc2c1=O (stereo not drawn)	4	0	4	-0.6	12	-4	1.5	-19	3
CCOC(=O)N1CCN(c2ccc(C(C)=O)cc2F)CC1	-10	-5	-4	-0.6	13	-7	-0.8	5	-1
C=CCN1C(=O)/C(=C\c2ccc(Cl)cc2)N=C1SCC(=O)NC1CCCCC1	-6	-1	3	0.4	9	-9	·	40*	-12
COc1cc(C(C[N+](=O)[O-])c2c(C)[nH]c3ccccc23)cc(OC)c1OC (stereo not drawn)	4	-3	8	-0.1	-13	3	0.1	1	4
COC(=O)c1cc(OCC(=O)NC2CCCc3ccccc32)cc(C(=O)OC)c1 (stereo not drawn)	1	-2	12	-0.3	4	8	0.8	-22	0
COC(=O)c1sccc1NC(=O)CSc1cc(Cl)ccc1Cl	-8	-9	2	-2.0	-14	17	-0.1	7	-2
O=C(NCCCn1ccnc1)Nc1cccc(Cl)c1	-3	-1	4	0.5	11	-8	0.3	1	-1
Cc1ccc(NC(=O)c2ccccc2)cc1OC(=O)c1ccccc1	1	-10	1	-2.1	-8	20	-0.3	3	9
Cc1ccc(N(CC(=O)NC2CCCCC2)C(=O)CNC(=O)c2ccco2)cc1F	0	-3	8	-0.2	6	7	0.6	-7	1
COC(=O)c1scc(C)c1NC(=O)Cc1ccccc1	-5	-2	-6	-0.5	12	-6	0.3	-1	5
Cc1[nH]c2ccc(-c3nnc(SCC(=O)c4ccccc4F)o3)cc2c1C	-26	-1	-29	0.5	9	9	0.6	-141	2
COc1ccc(/C=N\NC(=O)c2c(C)nc3ccc(Br)cn23)cc1	-2	-10	0	-0.9	-6	18	3.2	-5	1
COCCNC(=O)C1(C)CCCN(C(=O)Cc2ccc3ccccc3c2)C1 (stereo not drawn)	-10	-6	4	-0.2	-1	-15	-1.0	-4	0
COC(=O)[C@H](Cc1ccccc1)NC(=O)N1CCN(c2ccccc2)CC1	0	-6	7	-1.1	6	0	-1.6	-5	-1
O=C(NCC1CC1)c1onc(CSc2ccccc2)c1C(=O)NCC1CC1	-7	-1	-3	-0.3	-1	14	-0.8	6	1
CC(C(=O)NC1CCCC1)N(C(=O)c1ccc(-c2ccccc2)[nH]1)c1ccccc1F (stereo not drawn)	-8	0	-10	-0.4	1	20	1.0	6	-12
Cn1/c(=N/NC(=O)c2ccccc2F)sc2ccccc21	-2	-9	9	-1.6	-3	-10	-0.3	4	-4
COc1ccc(NC(=O)C(NS(=O)(=O)c2ccc3c(c2)CCCN3C(C)=O)C(C)C)c(OC)c1 (stereo not drawn)	-1	-1	-4	0.5	-1	-6	-0.5	12	0
CCN1C(=NCCOC)N[C@@H](c2cccs2)C(C(=O)OC)=C1C	-3	-3	2	-0.3	5	-4	-0.5	-87	-2
O=C(c1ccccc1)N1CCN(Cc2ccccc2Br)CC1	-4	-1	-3	0.4	1	-2	0.2	-4	0
Cc1cccc(NC(=O)c2cc(N3C(=O)CCC3=O)ccc2Cl)n1	1	-1	-5	-0.4	-2	-4	0.8	-2	0
CC(=O)Nc1ccc(NC(=O)C2CC(=O)Nc3ncnn32)cc1 (stereo not drawn)	0	0	6	0.2	1	-5	-1.0	5	1
O=c1cc(N2CCCCC2)[nH]c(=O)n1C1CCCCC1	2	-6	5	-0.5	11	-6	-0.3	-14	-6
Cn1c(N)c(N=O)c(=O)n(C)c1=O	-2	-2	5	-0.1	11	-6	0.2	3	-1
CC1(C(=O)NCc2ccc(Cl)cc2)CCN1C(=O)Cc1cccs1 (stereo not drawn)	-14	-10	-7	-0.6	-3	-2	-0.8	-15	4
COCCNc1nc(Nc2ccc(C#N)cc2)c2sccc2n1	-6	-2	3	-0.3	7	2	5.1*	12	1
COc1cc(C(O)P(=O)(OCCC(C)C)c2ccc(N(C)C)cc2)cc(OC)c1OC (stereo not drawn)	10	-9	10	-1.0	-6	-2	-0.6	-9	-3
COc1cccc(CNC(=O)c2cc3oc4ccccc4c3n2C)c1OC	-6	0	1	-0.5	-24	-4	0.3	-2	9
O=C(Nc1cc2c3c(c1)CC(=O)N3CCC2)c1c(F)cccc1F	9	-1	-16	-0.1	-7	-8	0.7	-1	7
CCCS(=O)(=O)N1CCCC(C(=O)NCCCN(C)Cc2ccccc2)C1 (stereo not drawn)	4	0	6	0.1	-13	-11	1.6	4	3
Cc1ccc(C(=O)C(OC(=O)CNS(=O)(=O)c2ccccc2)c2ccccc2)cc1 (stereo not drawn)	-9	-3	-11	0.5	-18	18	0.5	-9	-3
CCn1cc(C(=O)NCc2ccco2)c2cc(OC)c(OC)cc2c1=O	11	-2	6	-0.1	11	-2	1.1	-8	5
CC(NC(=O)CCC(=O)c1ccccc1)c1ccc(F)cc1 (stereo not drawn)	-7	-3	-4	-0.4	-18	-1	-1.6	-13	-5
O=C(O)c1ccc2c(c1)C(=O)N(N1C(=O)c3ccccc3C1=O)C2=O	3	-2	-32	0.2	12	-3	-0.7	5	1
Cc1nc2nc(C)c(NS(=O)(=O)c3cccs3)c(=O)n2[nH]1	12	-3	10	0.4	14	-4	-1.2	-1	-1
CN(C)CCNC(=O)c1cccc(NS(=O)(=O)c2ccc(Cl)c(Cl)c2)c1	-3	-10	2	-1.7	5	-1	-1.8	2	6
CN(Cc1nc2ccccc2c(=O)[nH]1)c1ccccc1	-2	0	-3	-0.2	10	-11	-0.2	5	-7

Individual results from above.
Reading of COc1cc(C(O)P(=O)(OCCC(C)C)c2ccc(N(C)C)cc2)cc(OC)c1OC (stereo not drawn) in CendR NRP1 mod: 10
Reading of O=C(O)c1ccc2c(c1)C(=O)N(N1C(=O)c3ccccc3C1=O)C2=O in eLon inh: 3

Sorted by heavy-atom count (smallest number first): some entries from above.
SMILES	eLon inh	MsrA act	CendR NRP1 mod	TbMetRS inhib	SKN-1 block	FAS-TE inh	MsrA inhibitor	MLLE-PAM2 inh	MT1-MMP act inh
Cc1nc2nc(C)c(NS(=O)(=O)c3cccs3)c(=O)n2[nH]1	12	-3	10	0.4	14	-4	-1.2	-1	-1
CN(C)CCNC(=O)c1cccc(NS(=O)(=O)c2ccc(Cl)c(Cl)c2)c1	-3	-10	2	-1.7	5	-1	-1.8	2	6
CCCS(=O)(=O)N1CCCC(C(=O)NCCCN(C)Cc2ccccc2)C1 (stereo not drawn)	4	0	6	0.1	-13	-11	1.6	4	3

The list goes on:
SMILES	eLon inh	MsrA act	CendR NRP1 mod	TbMetRS inhib	SKN-1 block	FAS-TE inh	MsrA inhibitor	MLLE-PAM2 inh	MT1-MMP act inh
Nc1nc(-c2ccc(-c3ccccc3)cc2)cs1	8	-2	-21	-0.2	66*	12	-0.2	34	-3
c1ccc(CNc2ccc(CNc3ncn[nH]3)cc2)cc1	5	1	-11	-0.7	-12	-6	-0.1	-15	-3
COc1ccc(-c2cc(C(=O)N(C)CC(=O)Nc3ccccc3Cl)c3ccccc3n2)cc1OC	-1	-2	-5	-0.3	15	10	1.6	-14	-5
COc1ccc(C(=O)NCC(=O)N2CCC(C)CC2)cc1OC	2	-4	2	-0.6	11	-15	1.5	-1	-3
CC(C)(C)OC(=O)NCCCCCc1nnc(SCc2cccc(F)c2)o1	4	-7	2	-0.4	-6	14	-1.1	1	-2
COC(=O)Cc1c(C(=O)OC)nnn1-c1ccc(OC(F)(F)F)cc1	-7	-3	-1	0.2	9	-8	-1.6	3	-1
O=C(Cc1cccs1)N/N=C/C=C\c1ccccc1[N+](=O)[O-]	5	-3	1	0.9	12	11	0.1	8	2
O=C(NC(=S)Nc1ccc(S(=O)(=O)Nc2nccs2)cc1)c1ccc(F)cc1	-8	-3	-6	0.3	2	-5	1.4	26	2
CC(=O)Oc1ccc(C(=O)Nc2ccccc2C(=O)N2CCCC2)cc1	8	-6	16	-0.8	-16	-1	1.3	2	0
COc1cc(/C=C/C(=O)OCC(=O)NC2CC2)cc(OC)c1OC	10	-12	4	-0.7	-14	-9	1.6	-8	10
COc1ccccc1N1CCN(C(=O)CSc2ncccc2-c2nc3ccccc3[nH]2)CC1	-40	-2	-82	1.4	14	-6	0.9	-48	-6
COc1ccc(OC)c(/C=N/NC(=O)CSc2nnc(C)n2-c2ccccc2)c1	-10	-15	-15	-1.5	4	3	1.4	1	·
COc1cccc(NC(=O)Cn2c(=O)oc3cc(S(=O)(=O)N4CCCC4)ccc32)c1	-7	1	3	0.6	-8	-1	0.6	5	3
O=C(CSc1nnc(NC2CCCCC2)s1)N1CCOCC1	-11	0	13	-0.2	1	-6	1.7	-10	-1
CC(C)CNS(=O)(=O)c1ccc(OCC(=O)NCC2CCCO2)c(Cl)c1 (stereo not drawn)	-1	-12	-3	-1.6	-21	-6	-0.8	-8	0
O=S(=O)(c1ccccc1)n1c(C(O)c2ccccn2)cc2ccccc21 (stereo not drawn)	-5	-2	1	0.3	1	-2	0.6	-6	-1
Nc1[nH]c(C(=O)c2ccccc2)c(-c2ccccc2Cl)c1C(=O)c1ccccc1	1	-3	-1	-0.5	10	2	-0.7	·	2
CCCc1cc(N2CCC(C(N)=O)CC2)nc(-c2ccccc2)n1	12	-9	8	-0.8	-10	-3	2.9	-11	-3
Cc1ccc(NC(=S)N2CCC(NC(=O)c3ccccc3)CC2)cc1	5	-1	-3	-0.1	-11	-2	0.9	-96	-1
O=C(Nc1ccc2c(c1)OCO2)C1Cc2c(-c3ccncc3)ccnc2O1 (stereo not drawn)	-1	-8	-4	0.4	-16	17	-0.4	1	5
CS(=O)(=O)N(CC(=O)N1CCN(c2cccc(Cl)c2)CC1)C1CCCCC1	-8	-2	19*	-0.7	-14	2	-1.9	2	-6
